Screening results (PubChem BioAssay)
pAkt inh: HTS Assay for Inhibitors of Akt Phophorylation: Primary Screen. Neuro2A IGF-stimulated pAkt S473 HTRF, 20 min; stronger effect = lower value. activity change, % for hits at 50 µM. 360,000 tested, 0.32% active; in the data active means activity change below about -80%; inconclusive means mostly about -51% to -80%; further: on the % scale 0 is the no-effect control and ±100 the full control effect
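Neuro2A cells in DMEM with 0.5% FBS, overnight at 37 deg C, given compound at single 50 µM final, then IGF (6 nM final) for 20 min at 37 deg C. Lysed; phospho-Akt Ser473 by HTRF after 24 h, 665/615 ratio.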
DRD3 antagonist: qHTS of D3 Dopamine Receptor Antagonist: qHTS; D(3) dopamine receptor (Homo sapiens), P35462; D3R cells, DiscoveRx beta-arrestin luminescence, antagonist mode; stronger effect = lower value; max response, negative = inhibition, %; 360,000 tested, 2.5% active; in the data active means max response below about -50%; inconclusive means no clear call, values can overlap the other calls; further: on the % scale 0 is the no-effect control and ±100 the full control effect; mostly tested at two doses, the higher about 12 µM
Target sequence (P35462 whole entry, looked up): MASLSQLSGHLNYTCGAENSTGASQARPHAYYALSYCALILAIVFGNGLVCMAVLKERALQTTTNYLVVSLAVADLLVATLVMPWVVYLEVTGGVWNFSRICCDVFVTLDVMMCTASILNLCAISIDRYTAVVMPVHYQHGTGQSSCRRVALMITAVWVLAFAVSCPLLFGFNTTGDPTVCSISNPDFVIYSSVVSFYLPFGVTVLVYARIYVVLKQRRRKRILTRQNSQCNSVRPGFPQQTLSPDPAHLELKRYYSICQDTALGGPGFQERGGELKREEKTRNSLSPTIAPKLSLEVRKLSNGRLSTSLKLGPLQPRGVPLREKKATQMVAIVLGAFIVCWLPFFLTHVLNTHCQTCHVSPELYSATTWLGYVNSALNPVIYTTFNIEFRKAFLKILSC
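Cells plated overnight at 1500 cells/well, then exposed to library compounds with dopamine controls for 90 minutes at 37 degrees C. DiscoveRx reagent added for 30–60 minutes at room temperature; luminescence read, quantitative HTS format.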
TDP43 rescue: qHTS of TDP-43 Inhibitors; TDP-43 expressing yeast growth rescue, BacTiter-Glo, 24 h; Potency, µM (series often up to 46.1 µM), for the others: top-dose growth rescue (activation), most hits filed as activators; 410,000 tested, 1.8% active; AID 652104, 2013; further: potency means the concentration at half of the fitted maximal effect; % of control where 0% means no effect; nearly all actives have a fitted effect of over 50% in size
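Growth rescue of TDP-43-toxic yeast measured as ATP luminescence (BacTiter-Glo). Cells grown to mid-log in raffinose, induced in galactose at OD600=0.02, exposed to compound 24 hr at 30 deg C.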
GLP-1R agonist: qHTS of GLP-1 Receptor Agonists | Potency, µM (top dose mostly 45.6 µM), without a hit: at the highest dose activation, actives largely listed as activators | HEK293 GLP-1R CRE-luciferase, luminescence, 4-6 h; cells express a hypersensitive GLP-1R form | 380,000 tested, 0.007% active; further: potency means the concentration at half of the fitted maximal effect; % of control where 0% means no effect
FUS suppressor: qHTS for Suppressors of FUS Proteinopathy: Primary screen using FUS-linked yeast assay | AID 1347120, 2019 | S. cerevisiae FUS-expressing, growth rescue, OD600, 24 h | 390,000 tested, 0.24% active | Potency, µM (top dose mostly 76.6 µM), for inactives: at the highest dose growth rescue (activation), most hits filed as activators;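 further: potency means the concentration at half of the fitted maximal effect; plate controls were DMSO vehicle for no effect and reference control for full effect; nearly all actives have a fitted effect of over 55% in size; some results filed as inactive show a strong effect at the top dose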
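Yeast FUS proteinopathy model; galactose-induced FUS (2%), starting OD 0.005. Cpds in dilution series, 24hr, 30C, 99% humidity. Abs 600 nm growth. Pos ctrl CP55940 (top 92uM final); neg ctrl DMSO.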
aSyn yeast inh: qHTS of alpha-syn Inhibitors; Yeast expressing alpha-synuclein, growth rescue, BacTiter-Glo, 24 h; Potency, µM (highest dose often 46.1 µM), for the others: at the top dose growth rescue (activation), hits mostly activators; 370,000 tested, 0.14% active; further: potency means the concentration at half of the fitted maximal effect; % of control where 0% means no effect; nearly all actives have a fitted effect of over 65% in size
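Screening used galactose-induced yeast with toxic alpha-synuclein levels, exposed to compound for 24 hr at 30 deg C. Cell growth, read with BacTiter-Glo luminescence, gave the measured signal.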
GLP1R inv ag: qHTS of GLP-1 Receptor Inverse Agonists (Inhibition Mode); Glucagon-like peptide 1 receptor (Homo sapiens), P43220; HEK293 GLP-1R CRE-luciferase, luminescence, 24 h; GLP-1R form is constitutively active; Potency, µM (top dose mostly 38.3 µM), for the others: at the top dose activity change, negative = inhibition, most hits filed as inhibitors; 410,000 tested, 1.6% active; AID 624417, 2012; further: potency means the concentration at half of the fitted maximal effect; on the % scale 0 is the no-effect control and ±100 the full control effect; nearly all actives have a fitted effect of over 55% in size
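Stable HEK293 clone (constitutively active GLP-1R + cAMP-response luciferase); 200 cells/uL plated, 12 h pre-culture, compound 24 hr, 37 deg C/5% CO2; detection reagent 12 min RT; luminescence.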
Abeta yeast res: qHTS for compounds that reverse cellular toxicity of Amyloid beta (A-beta) peptide in yeast: Primary Screen; yeast expressing A-beta42, growth rescue, OD600, 48 h; response scale: 0% DMSO, 100% iron-clioquinol control; Potency, µM (doses to about 46.1 µM), without a hit: at the highest dose growth rescue, usual class: activators; 410,000 tested, 0.063% active; further: potency means the concentration at half of the fitted maximal effect; nearly all actives have a fitted effect of over 55% in size
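Growth rescue measured by 600 nm absorbance after 48 h yeast culture at 30 C with compound. Values normalized between DMSO and an equimolar ferric chloride plus clioquinol control.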
PTHR1 agonist: qHTS for PTHR1 Agonists: Primary Screen | HEK293 GP2 PTHR1 cells, GloSensor cAMP luminescence, 1 h | Potency, µM (titrated, usually from 115 µM), for the others: top-dose activation, most hits filed as activators | 410,000 tested, 0.075% active | AID 743266, 2014; further: potency means the concentration at half of the fitted maximal effect; nearly all actives have a fitted effect of over 55% in size; some results filed as inactive show a strong effect at the top dose; inactives centre near -15; many of its hits are not listed in these tables
Target sequence (Q03431 whole entry, looked up): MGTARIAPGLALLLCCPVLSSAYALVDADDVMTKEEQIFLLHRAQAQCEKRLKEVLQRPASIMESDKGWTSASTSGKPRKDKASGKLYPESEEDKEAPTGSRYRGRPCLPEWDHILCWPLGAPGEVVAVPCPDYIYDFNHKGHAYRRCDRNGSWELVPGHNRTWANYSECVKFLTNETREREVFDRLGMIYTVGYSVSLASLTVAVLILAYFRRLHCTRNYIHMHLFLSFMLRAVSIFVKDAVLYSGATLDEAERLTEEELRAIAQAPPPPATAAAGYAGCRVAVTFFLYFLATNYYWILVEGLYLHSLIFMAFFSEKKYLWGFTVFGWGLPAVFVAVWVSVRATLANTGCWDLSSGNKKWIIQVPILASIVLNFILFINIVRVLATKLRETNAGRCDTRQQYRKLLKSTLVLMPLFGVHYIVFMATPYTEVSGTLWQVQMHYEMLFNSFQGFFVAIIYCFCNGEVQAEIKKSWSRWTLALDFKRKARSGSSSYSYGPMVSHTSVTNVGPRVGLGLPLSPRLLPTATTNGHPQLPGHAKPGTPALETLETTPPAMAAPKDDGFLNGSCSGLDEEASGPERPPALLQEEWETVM
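HEK-293-derived GP2 cells expressing PTHR1 and a GloSensor cAMP reporter, 3,000/well, plated overnight, given luciferin plus IBMX (each 0.5 mM as added) for 1 h at 37 °C, then compound for 1 h at 37 °C. Luminescence was read after 15 min at room temperature.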
* = called active by the depositor; [ ] = another dose, or the depositor's remark. Unless noted, the call rests on the fitted dose curve; in most records, active means well fitted curve in the direction sought with a large enough effect; inconclusive means small, poorly fitted or top-dose-only effect, or another doubt; inactive means no such curve, though single readings can be large; an effect the other way counts as inactive or inconclusive. A portion of the library. The share of hits here may be higher or lower than overall.

For COc1cccc(CNC(=O)c2ccc3c(c2)c(C)c(C)n3Cc2ccccc2)c1 the results were TDP43 rescue -3%, FUS suppressor inconclusive, GLP1R inv ag inconclusive, Abeta yeast res -14% and PTHR1 agonist inactive.
Screening Cc1ncoc1C(=O)Nc1cccc(Cl)c1C returned pAkt inh inactive, DRD3 antagonist -6, TDP43 rescue -12%, GLP-1R agonist -11%, FUS suppressor 11%, aSyn yeast inh -2%, GLP1R inv ag -4%, Abeta yeast res 4% and PTHR1 agonist inactive.
Screening O=S(=O)(/N=C(\Sc1ccc(Cl)cc1)c1ccccc1)c1ccccc1 returned pAkt inh inactive, DRD3 antagonist 12, TDP43 rescue inconclusive, GLP-1R agonist -3%, aSyn yeast inh -8%, GLP1R inv ag 4%, Abeta yeast res -12% and PTHR1 agonist -5%.
For COc1ccc(/C=N/NC(=O)CN2CCCCCCC2)c(C)c1C the results were pAkt inh inactive, DRD3 antagonist -23, TDP43 rescue -27%, GLP-1R agonist 9%, FUS suppressor 3%, aSyn yeast inh -8%, GLP1R inv ag inconclusive, Abeta yeast res -3% and PTHR1 agonist 1%.
Screening Cc1ccc(OCC(=O)Oc2c(C)cccc2C)cc1C returned pAkt inh inactive, DRD3 antagonist -10, TDP43 rescue -17%, GLP-1R agonist -1%, FUS suppressor -18%, aSyn yeast inh -10%, GLP1R inv ag -17%, Abeta yeast res 0% and PTHR1 agonist inactive.
For COc1ccc(Oc2nc(-c3ccncc3)nc3ccccc23)cc1 the results were pAkt inh inactive, DRD3 antagonist 14, TDP43 rescue 0%, GLP-1R agonist 1%, FUS suppressor -5%, aSyn yeast inh 6%, GLP1R inv ag 23%, Abeta yeast res -7% and PTHR1 agonist inactive.
For COc1cccc(CN(C)CC(=O)Nc2ccccc2C(=O)NC2CC2)c1 the results were pAkt inh inactive, DRD3 antagonist 1, TDP43 rescue 0%, GLP-1R agonist 13%, FUS suppressor -5%, aSyn yeast inh -7%, GLP1R inv ag -20%, Abeta yeast res -9% and PTHR1 agonist -12%.
Screening CC(=O)Nc1cccc(-c2ccnc3c2CC(C(=O)Nc2cccc(N(C)C)c2)O3)c1 (stereo not given) returned pAkt inh inactive, DRD3 antagonist -3, TDP43 rescue 8%, GLP-1R agonist 1%, FUS suppressor 13%, aSyn yeast inh -3%, GLP1R inv ag inconclusive, Abeta yeast res -1% and PTHR1 agonist -21%.
`COc1ccc(-n2c(=O)c3sc4ccccc4c3n(CC(=O)N3CCCC3)c2=O)cc1` gave TDP43 rescue 6%, GLP-1R agonist 0%, FUS suppressor -34%, GLP1R inv ag -8%, Abeta yeast res -5% and PTHR1 agonist -24%.
COC(=O)c1ccc2c(=O)[nH]c(CSc3nnc(C(F)(F)F)n3C)nc2c1 was read as pAkt inh inactive, DRD3 antagonist -6, TDP43 rescue -11%, GLP-1R agonist -8%, FUS suppressor -19%, aSyn yeast inh -1%, GLP1R inv ag 24%, Abeta yeast res 0% and PTHR1 agonist inactive.
Screening CCc1nnc(NC(=O)c2ccc(Cl)c(S(=O)(=O)N3CCc4ccccc4C3)c2)s1 returned pAkt inh inactive, DRD3 antagonist 2, TDP43 rescue -2%, GLP-1R agonist 0%, FUS suppressor 11%, aSyn yeast inh 0%, GLP1R inv ag 6%, Abeta yeast res 0% and PTHR1 agonist -33%[inhibitor].
For Cc1ccc(N=C2C(=S)N(c3ccc(C)cc3)C(=N)N2/N=C/c2ccc(Cl)cc2)cc1 the results were pAkt inh inactive, DRD3 antagonist -51*, TDP43 rescue inconclusive, GLP-1R agonist 3%, FUS suppressor inconclusive, aSyn yeast inh -1%, GLP1R inv ag 0%, Abeta yeast res 8% and PTHR1 agonist -11%[57.5 µM].
For CSc1ncc(C(=O)Nc2ccccc2)cn1 the results were pAkt inh inactive, DRD3 antagonist 1, TDP43 rescue 16%, GLP-1R agonist 3%, FUS suppressor -16%, aSyn yeast inh -4%, GLP1R inv ag 27%, Abeta yeast res 15% and PTHR1 agonist inactive.
Screening O=C(Nc1cccc(Cl)c1)c1ccc(F)c(S(=O)(=O)NCc2cccs2)c1 returned pAkt inh inactive, DRD3 antagonist 5, TDP43 rescue inconclusive, GLP-1R agonist 16%, FUS suppressor 26%, aSyn yeast inh 3%, GLP1R inv ag inconclusive, Abeta yeast res inconclusive and PTHR1 agonist -57%[inhibitor].
For CC(C)(C)c1ccccc1OCCOCCN1CCCCCC1 the results were pAkt inh inactive, DRD3 antagonist -62*, TDP43 rescue 0%, GLP-1R agonist -1%, FUS suppressor 17%, aSyn yeast inh 8%, GLP1R inv ag inconclusive, Abeta yeast res -3% and PTHR1 agonist inactive.
CN(CC(=O)Nc1cc(S(=O)(=O)N2CCCC2)ccc1Cl)Cc1nc2ccccc2c(=O)[nH]1 was read as pAkt inh inactive, DRD3 antagonist -8, TDP43 rescue 5%, GLP-1R agonist 6%, FUS suppressor inconclusive, aSyn yeast inh 0%[1.84 µM], GLP1R inv ag 24%, Abeta yeast res 9% and PTHR1 agonist -33%[inhibitor].
For O=C(CN1C(=O)S/C(=C/C=C/c2ccccc2)C1=O)Nc1ccc(C(=O)O)cc1 the results were pAkt inh inactive, DRD3 antagonist 4, TDP43 rescue -4%, GLP-1R agonist 5%, FUS suppressor 25%, aSyn yeast inh 1%, GLP1R inv ag 24%, Abeta yeast res -6% and PTHR1 agonist -17%.
Screening COc1ccc(CN2CCN(Cc3ccco3)CC2)c(OC)c1 returned pAkt inh inactive, DRD3 antagonist inconclusive, TDP43 rescue -12%, GLP-1R agonist 5%, FUS suppressor 14%, aSyn yeast inh -5%, GLP1R inv ag 0%, Abeta yeast res -9% and PTHR1 agonist -11%.
C=CCN1C(=O)c2cccc3c(Br)ccc(c23)C1=O was read as pAkt inh inactive, DRD3 antagonist -7, TDP43 rescue -8%[9.22 µM], GLP-1R agonist 16%, FUS suppressor -12%, aSyn yeast inh -4%, GLP1R inv ag 7%, Abeta yeast res -1% and PTHR1 agonist inactive.
`Cn1c(-c2ccc3c(c2)OCO3)cnc1NCc1ccc(Cl)cc1` gave pAkt inh inactive, DRD3 antagonist -26, TDP43 rescue 32%, GLP-1R agonist -7%, FUS suppressor -5%, aSyn yeast inh 3%, GLP1R inv ag -4%, Abeta yeast res -7% and PTHR1 agonist -9%.
COc1ccc(-n2cnc3cc(NCc4ccco4)ccc32)cc1 was read as pAkt inh inactive, DRD3 antagonist 13, TDP43 rescue -9%, GLP-1R agonist inconclusive, FUS suppressor 24%, aSyn yeast inh -1%, GLP1R inv ag 0%, Abeta yeast res -11% and PTHR1 agonist -7%[57.5 µM].
Screening CCN(CC)CCN(C(=O)c1ccc2c(c1)CCCC2)c1nc2c(OC)cccc2s1 returned pAkt inh inactive, DRD3 antagonist -103*, TDP43 rescue -1%, GLP-1R agonist -2%, FUS suppressor 15%, aSyn yeast inh inconclusive, GLP1R inv ag 11µM*, Abeta yeast res -19% and PTHR1 agonist -14%.
COc1ccc(CCNC(=O)c2c(C)nn(-c3ccc(F)cc3)c2-n2cccc2)c(OC)c1OC was read as TDP43 rescue inconclusive, GLP-1R agonist 3%, FUS suppressor 30%, aSyn yeast inh -13%, GLP1R inv ag inconclusive, Abeta yeast res -5% and PTHR1 agonist -20%.
Screening COCCN(Cc1cc2cc3c(cc2nc1Cl)OCO3)C(C)=O returned pAkt inh inactive, DRD3 antagonist 20, TDP43 rescue 11%, GLP-1R agonist 11%, FUS suppressor -23%, aSyn yeast inh -6%, GLP1R inv ag 8%, Abeta yeast res -9% and PTHR1 agonist -25%.
For O=C(NCc1ccc(F)cc1)C(C(=O)NCc1ccc(F)cc1)c1ncc(C(F)(F)F)cc1Cl the results were pAkt inh inactive, DRD3 antagonist -18, TDP43 rescue -7%, GLP-1R agonist -8%, FUS suppressor -13%, aSyn yeast inh -3%, GLP1R inv ag inconclusive, Abeta yeast res 4% and PTHR1 agonist -11%.
For CC(C)[C@H](NS(=O)(=O)c1ccccc1)C(=O)OCc1cc([N+](=O)[O-])cc2c1OCOC2 the results were pAkt inh inactive, DRD3 antagonist 14, TDP43 rescue -11%, GLP-1R agonist -3%, FUS suppressor 35%, aSyn yeast inh 21%, GLP1R inv ag inconclusive, Abeta yeast res 10% and PTHR1 agonist -26%.
Screening O=C(COC(=O)c1cccc(NC(=O)c2ccco2)c1)c1ccc(Br)cc1 returned DRD3 antagonist 36, TDP43 rescue 11%, GLP-1R agonist -11%, FUS suppressor 7%, GLP1R inv ag inconclusive, Abeta yeast res 6% and PTHR1 agonist -25%.
Screening C/C=C(/C)C(=O)O[C@@H]1c2c(ccc3ccc(=O)oc23)O[C@@H]1C(C)(C)OC(C)=O returned pAkt inh inactive, DRD3 antagonist 4, TDP43 rescue -3%, GLP-1R agonist 7%, FUS suppressor 1%, aSyn yeast inh 0%, GLP1R inv ag 0%, Abeta yeast res 0% and PTHR1 agonist -11%.
`Cc1ccnn1CCC(=O)O` gave pAkt inh inactive, DRD3 antagonist 28, TDP43 rescue -6%, GLP-1R agonist 0%, FUS suppressor -11%, aSyn yeast inh -2%, GLP1R inv ag 4%, Abeta yeast res 15% and PTHR1 agonist 45%.
